Screening results deposited in PubChem by National Center for Advancing Translational Sciences (NCATS).
TR SRC2 fluor cs = Total Fluorescence Counterscreen for Inhibitors of the Interaction of Thyroid Hormone Receptor and Steroid Receptor Coregulator 2; Potency, µM (doses to about 106 µM), for inactives: at the top dose fluorescence change, negative = quenching; TRb/SRC2 Texas Red total fluorescence interference; 0.29% of 280,000 active; active = well fitted curve in either direction with a large enough effect; inconclusive = small, poorly fitted or top-dose-only effect
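Human TRb ligand-binding domain at 0.6 uM with 20 nM Texas Red SRC2 peptide in Tris buffer containing 1 uM T3 and 5% DMSO, incubated with compound 5 h at ambient temperature. Total fluorescence (555/632 nm) calculated as parallel + 2 × perpendicular.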
aGal spleen mod = qHTS Assay for Inhibitors and Activators of Human alpha-Galactosidase From Spleen Homogenate; Alpha-galactosidase A (Homo sapiens), P06280; human spleen homogenate, 4MU-alpha-Gal fluorescence, 40 min; Potency, µM (top dose mostly 80 µM), inactives show at the highest dose activity change, negative = inhibition, hits mostly inhibitors; 0.008% of 240,000 active;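 note: 0% = enzyme with vehicle and -100% = no enzyme basal signal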
Target sequence (P06280 32-429 limits assumed): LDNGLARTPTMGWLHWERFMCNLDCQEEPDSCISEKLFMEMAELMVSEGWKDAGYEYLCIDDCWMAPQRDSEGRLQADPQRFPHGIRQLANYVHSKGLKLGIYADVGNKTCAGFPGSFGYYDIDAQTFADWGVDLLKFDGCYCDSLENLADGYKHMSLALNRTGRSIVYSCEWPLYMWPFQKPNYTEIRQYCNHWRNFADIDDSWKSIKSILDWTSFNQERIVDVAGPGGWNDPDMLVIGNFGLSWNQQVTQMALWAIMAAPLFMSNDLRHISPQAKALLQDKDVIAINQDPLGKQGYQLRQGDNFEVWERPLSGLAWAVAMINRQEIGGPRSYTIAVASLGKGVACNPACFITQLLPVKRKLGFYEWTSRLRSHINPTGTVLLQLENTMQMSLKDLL
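Spleen homogenate 1 ug + cpd (titration) + 4-MU-alpha-D-galactopyranoside 1 mM; 37C 40 min; 50 mM citrate/phosphate pH 5.0, 0.01% Tween-20; stop pH 10; fluorescence 365/440; AC50 via Hill.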
Tau ThT inhib = qHTS for Inhibitors of Tau Fibril Formation, Thioflavin T Binding; recombinant tau K18 P301L, heparin-induced fibrillization, ThT fluorescence; Microtubule-associated protein tau (Homo sapiens), P10636; 2.1% of 270,000 active; Potency, µM (titrated, usually from 57.4 µM), without a hit: at the top dose activity, negative = inhibition, actives largely listed as inhibitors; note: nearly all actives have a fitted effect of over 55% in size
Target sequence (P10636 561-689 P618L limits assumed): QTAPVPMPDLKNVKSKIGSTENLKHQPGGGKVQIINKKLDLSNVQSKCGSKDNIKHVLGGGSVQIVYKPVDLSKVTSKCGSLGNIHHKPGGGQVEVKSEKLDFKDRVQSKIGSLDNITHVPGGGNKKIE
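Using a mix of unlabeled (15 uM) and Alexa 594-labeled (0.24 uM) tau K18 P301L, heparin-triggered fibrillization over 6 hr at 37 C was scored by ThT fluorescence.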
L3MBTL1 inh = qHTS Assay for the Inhibitors of L3MBTL1. AlphaScreen L3MBTL1–H3K9me1 peptide binding. Potency, µM (highest dose often 57.1 µM), without a hit: at the top dose activity, negative = inhibition, most hits filed as inhibitors. 0.66% of 230,000 active. AID 485360, 2010; note: nearly all actives have a fitted effect of over 60% in size
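AlphaScreen proximity signal between nickel-chelate acceptor and streptavidin donor beads (final 10 ug/mL) reports binding of 50 nM L3MBTL1 to 75 nM biotin-H3 K9me1 peptide; complex incubated with compounds 30 min at room temperature; cefsulodin titration as control.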
TRb SRC2 PPI = qHTS for Inhibitors of the Interaction of Thyroid Hormone Receptor and Steroid Receptor Coregulator 2 | TRbeta-SRC2 peptide binding, fluorescence polarization; receptor liganded with 1 µM T3 | AID 1469, 2008 | 0.065% of 280,000 active | Thyroid hormone receptor beta (Homo sapiens), P10828 | Potency, µM (doses to about 106 µM), inactives show top-dose activity change, negative = inhibition, usual class: inhibitors;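 note: plate controls were bound peptide for no effect and peptide without receptor for full effect; nearly all actives have a fitted effect of over 50% in size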
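Fluorescence polarization of 20 nM Texas Red SRC2 peptide with 0.6 uM human TRb ligand-binding domain, in Tris buffer with 1uM T3 and 5% DMSO. Incubated 5 hr ambient; normalized to unbound and bound controls.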
Tau fluor counter = Counterscreen qHTS for Inhibitors of Tau Fibril Formation, Fluorescence Polarization | tau K18 P301L Alexa594 fluorescence, heparin fibrillization | Potency, µM (top dose mostly 57.7 µM), without a hit: top-dose activity change, negative = decrease | 0.93% of 280,000 active; note: nearly all actives have a fitted effect of over 55% in size
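Human tau K18 P301L (15 uM unlabeled, 0.24 uM Alexa 594-labeled) in 100 mM sodium acetate pH 7 with 20 uM heparin, 6 hr at 37 C. ThT 30 uM added, 1 hr ambient; Alexa 594 FP and total fluorescence read at 555/632 nm.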
Tau FP inhib = qHTS for Inhibitors of Tau Fibril Formation, Fluorescence Polarization; Potency, µM (highest dose often 57.7 µM), without a hit: at the top dose activity, negative = inhibition, actives largely listed as inhibitors; AID 1468, 2008; Microtubule-associated protein tau (Homo sapiens), P10636; 0.39% of 280,000 active; K18 P301L tau heparin fibrillization, Alexa594 FP, 6 h; note: nearly all actives have a fitted effect of over 55% in size
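Compound effects on tau fibrillization are measured by Alexa 594 fluorescence polarization (ex 555, em 632 nm). K18 P301L tau is used at 15 uM with 0.24 uM labeled tracer, and 20 uM heparin induces aggregation over 6 hr at 37 C.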
ALDH1A1 inh = qHTS Assay for Inhibitors of Aldehyde Dehydrogenase 1 (ALDH1A1). Aldehyde dehydrogenase 1A1 (Homo sapiens), P00352. Purified ALDH1A1, NADH fluorescence, propionaldehyde substrate. Potency, µM (doses to about 75.3 µM), for inactives: top-dose activity, negative = inhibition, most hits filed as inhibitors. 7.3% of 220,000 active. AID 1030, 2008; active = well fitted inhibition curve with a large enough effect, not every such curve was filed as active; inconclusive = small, poorly fitted or top-dose-only effect, or another doubt; inactive = no such curve, though single readings can be large or run the other way;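 note: plate controls were no enzyme wells and a reference inhibitor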
Target sequence (P00352 whole entry, looked up): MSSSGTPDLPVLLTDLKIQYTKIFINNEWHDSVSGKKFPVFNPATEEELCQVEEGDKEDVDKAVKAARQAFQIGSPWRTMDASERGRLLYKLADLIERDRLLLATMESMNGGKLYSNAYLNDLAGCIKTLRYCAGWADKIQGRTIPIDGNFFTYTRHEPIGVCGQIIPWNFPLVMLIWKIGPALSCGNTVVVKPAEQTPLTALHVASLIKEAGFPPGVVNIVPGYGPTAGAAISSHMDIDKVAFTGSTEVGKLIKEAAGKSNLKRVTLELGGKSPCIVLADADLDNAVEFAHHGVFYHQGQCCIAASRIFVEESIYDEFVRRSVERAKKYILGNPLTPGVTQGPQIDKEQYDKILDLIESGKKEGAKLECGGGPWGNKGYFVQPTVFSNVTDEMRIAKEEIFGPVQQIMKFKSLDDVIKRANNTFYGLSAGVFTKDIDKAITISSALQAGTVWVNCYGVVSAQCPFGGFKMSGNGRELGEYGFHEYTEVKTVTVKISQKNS
* marks the source's active call; other numbers are inactive results; ? = inconclusive; . = not tested or not shown; [ ] = remark or other dose. Unless noted, calls come from the whole dose curve; as a rule, active = well fitted curve in the direction sought with a large enough effect; inconclusive = small, poorly fitted or top-dose-only effect, or another doubt; inactive = no such curve, though single readings can be large; an effect the other way counts as inactive or inconclusive. Unless noted, % is set by controls: 0 for no effect and ±100 for the full control effect; potency is the fitted concentration of half-maximal effect.

Values in the order: TR SRC2 fluor cs, aGal spleen mod, Tau ThT inhib, L3MBTL1 inh, TRb SRC2 PPI, Tau fluor counter, Tau FP inhib, ALDH1A1 inh
- CCC(=O)C1=C(c2ccccc2)N(C(=O)CC)n2c(nnc2-c2ccccc2)S1
  0%, ., ?, ., 1%, -16%, -1%, .
- CC(C)(C)c1ccc(-c2nnc(SCCC#N)n2C2CCCC2)cc1
  -1%, 4%, -9%, -5%, 2%, -15%, 2%, -2%
- Cc1ccc(S(=O)(=O)n2cnc3cc([N+](=O)[O-])ccc32)c(C)c1C
  0%, -4%, ?, 11%, -2%, ?, ?, ?
- O=C(CC1N=C2c3ccccc3N=C(SCc3ccc(Cl)cc3)N2C1=O)NCc1ccco1 (stereo not given)
  3%, 0%, ?, -6%, -17%, -20%, -11%, ?
- COc1ccccc1CNC(=O)C(=O)NCC1CCCO1 (stereo not given)
  2%, -4%, -5%, -6%, -16%, -3%, -8%, -3%
- Cc1cc(C)nc(N2CCCC(C(=O)NCc3cccc(C(F)(F)F)c3)C2)n1 (stereo not given)
  0%, 2%, 1%, 2%, 9%, -7%, 0%, 2%
- CCOc1cc(OCC)cc(C(=O)Nc2cccnc2)c1
  0%, -19%, -2%, -6%, -1%, -8%, -2%, -3%
- Cc1nnc(-c2ccc(Oc3ccc(Br)cc3)c([N+](=O)[O-])c2)o1
  1%[53 µM], 12%, 0%, -5%, -3%[53 µM], -4%, -1%, -10%
- CCN(CC)c1ccc(NC(=O)COC(=O)COc2ccccc2[N+](=O)[O-])cc1
  0%, 5%, -11%, -21%, -15%, -25%, 15%, ?
- CC(Sc1nnc(-c2cc3ccccc3o2)n1-c1ccccc1)C(=O)O (stereo not given)
  1%, -4%, -15%, 3%, -1%, -12%, -7%, -7%
- COc1cc(OC)c(NC(=O)Cn2cnc3sc(C)c(S(=O)(=O)N4CCC(C)CC4)c3c2=O)cc1Cl
  -2%, ., -9%, ., 0%, -30%, -19%, .
- COc1ccc(C(=O)Nc2ccc(N3CCN(C)CC3)cc2)cc1[N+](=O)[O-]
  -4%, -2%, -13%, -8%, -10%, -1%, 13%, ?
- CCOC(=O)C(NC(=O)c1ccccc1)(Nc1cc(C)on1)C(F)(F)F (stereo not given)
  -4%, -1%, -12%, 8%, -7%, -11%, 0%, 2%
- O=c1c(-c2ccnn2-c2ccccc2F)cnc2n1CCS2
  -1%, 0%, -15%, ., 3%, -14%, 1%, 2%
- CCOC(=O)c1cc2sccc2n1CC(=O)Nc1ccc2c(c1)OCCO2
  -2%, 5%, -8%, -4%, -10%, -24%, -3%, ?

Reprinted from the part before: 2 compounds; new compounds follow.
Values in the order: TR SRC2 fluor cs, aGal spleen mod, Tau ThT inhib, L3MBTL1 inh, TRb SRC2 PPI, Tau fluor counter, Tau FP inhib, ALDH1A1 inh
- O=c1c(-c2ccnn2-c2ccccc2F)cnc2n1CCS2
  -1%, 0%, -15%, ., 3%, -14%, 1%, 2%
- CCOC(=O)c1cc2sccc2n1CC(=O)Nc1ccc2c(c1)OCCO2
  -2%, 5%, -8%, -4%, -10%, -24%, -3%, ?
- O=C(Nc1ccc(NC(=O)C2CCCCC2)nc1)c1cccs1
  -6%, 1%, -5%, 1%, 5%, -10%, -2%, 3%
- COC(=O)c1ccc([C@H]2Nc3ccc(S(=O)(=O)Nc4ccc(F)cc4)cc3[C@H]3C=CC[C@H]32)cc1
  -2%, ., ?, ., 1%, ?, -5%, .
- CCC(=O)N1c2ccccc2CC1C(=O)NCc1ccc(N(C)C)cc1 (stereo not given)
  -3%, ., -1%, ., 5%, 2%, 1%, .
- c1ccc(CCNc2ncnc3c2nnn3Cc2ccccc2)cc1
  3%, 8%, 3%, 2%, -5%, -2%, 1%, 3%
- Cc1nc2ccccc2n1S(=O)(=O)N(C)C
  0%, 4%, -3%, 1%, -3%, -3%, 6%, 6%
- CCn1c(C(=O)N2CCC(C(=O)N3CCN(c4ccccn4)CC3)CC2)cc2sccc21
  -1%, 8%, ?, 4%, 6%, -8%, -2%, ?
- CCOC(=O)c1c(NC(=O)c2ccc(S(=O)(=O)N(CC(C)C)CC(C)C)cc2)sc2c1CCN(CC)C2
  -3%, ., -4%, ., -1%, -6%, -2%, .
- CCOC(=O)n1ccc(C(=O)Nc2ccccc2F)n1
  2%, 8%, -13%, 2%, 2%, -6%, -8%, 11%
- O=C1OCCC1Sc1nnc(-c2ccc3c(c2)OCO3)n1-c1ccccc1 (stereo not given)
  -1%, -19%, 1%, -5%, 2%, -1%, 1%, -8%
- CCN(CC)CCOC(=O)c1ccc(N/C=C(/C#N)c2nc(-c3ccc(OC)c(OC)c3)cs2)cc1
  -14%, -9%, ., ., 3%, -27%, -1%, .
- CCC(C)NC(=O)CSc1nnc(-c2ccc(C)cc2)c(-c2ccc(C)cc2)n1 (stereo not given)
  -2%, ., -5%, ., 2%, 1%, 6%, .
- Cc1ccc(O)c(N=Cc2ccc(C)s2)c1
  -6%, 8%, 22µM*, 3%, -6%, ?, ?, -9%
- COc1ccc(OC)c(/C(O)=C/C(=O)C(=O)Nc2cc(C)ccc2OC)c1
  -3%, 3%, ?, ., 3%, -18%, 10%, 14%
- CC(C)c1ccc(NC(=S)Nc2ccc3cn[nH]c3c2)cc1
  -1%, 0%, ?, -8%, 1%, -25%, 3%, 19µM*
- CNC(=S)NNC(=O)c1sc(-c2cc(C)on2)nc1C
  -3%, 4%, -15%, -7%, -7%, -12%, -8%, .
- Cc1ccccc1NCC(=O)N/N=C/c1ccc([N+](=O)[O-])cc1
  -1%, 2%, 2%, -3%, -4%, 1%, -2%, -3%
- CCc1cccc(C)c1NC(=S)N(CCCN1CCN(C)CC1)Cc1cccs1
  -6%, 0%, 1%, ., -7%, -4%, -9%, -4%
- Cc1scc(C(=O)N/N=C/c2ccc(Cl)s2)c1C
  -2%, 1%, -15%, -1%, 4%, -10%, -6%, -2%
- CCOC(=O)CCN(Cc1cccs1)S(=O)(=O)c1ccc(F)cc1
  1%, 4%, -8%, 6%, -5%, -12%, 6%, -18%
- CCc1ccc(CN2CCN(S(=O)(=O)Cc3ccccc3)CC2)cc1
  0%, 0%, -8%, ., -6%, -6%, 5%, ?
- COc1ccc(N2CC(C(=O)Nc3ccccc3-c3nc(-c4ccc(C)cc4)no3)CC2=O)cc1 (stereo not given)
  -1%, ., ?, ., -2%, -19%, -5%, .
- O=C(COc1ccccc1)Nc1ccc(N2CCN(C(=O)c3cccs3)CC2)cc1
  1%[53 µM], 8%, ?, -6%, 6%[53 µM], -15%, 3%, -11%
- COc1cc(O)ccc1-c1nc2ccc(Br)cn2c1Nc1ccccc1C
  -3%, ., -6%, ., -2%, ?, 2%, .
- Cc1ccc(N=Cc2ccc[nH]2)c(O)c1
  -2%, 2%, 16µM*, -16%, -6%, ?, ?, ?
- O=C(NC(=S)Nc1cc(S(=O)(=O)N2CCOCC2)ccc1N1CCOCC1)c1ccco1
  -1%, 3%, 5%, -5%, -1%, -7%, 1%, 7%
- CC(C)NS(=O)(=O)c1ccc(OCC(=O)Nc2ccc3c(c2)OCO3)cc1
  1%, 5%, -11%, ., -9%, -14%, 3%, ?
- Clc1ccccc1-c1nccc(-n2ccnc2)n1
  -5%, -7%, -15%, ., -10%, -14%, -7%, ?
- O=C(c1ccccc1)N1CCCCC(Cl)C1=O (stereo not given)
  0%, -10%, -15%, 3%, -4%, -12%, -1%, ?
- Cc1ccccc1N1CCN(Cc2c(C#N)c3ccccc3n2C)CC1
  -2%, 8%, -6%, -10%, 2%, -16%, -8%, -2%
- c1ccc(CSc2nnnn2-c2ccc3c(c2)OCCO3)nc1
  -2%, -5%, -4%, 6%, 0%, 2%, 2%, -2%
- O=C(NC1CCCCC1)NC1CCN(S(=O)(=O)c2ccc3c(c2)OCCO3)CC1
  -4%, -9%, 1%, 0%, 3%, 1%, -6%, 6%
- COC(=O)c1ccc(OC(=O)CS(=O)c2ccccc2[N+](=O)[O-])cc1 (stereo not given)
  0%, 7%, ?, 7%, -3%, ?, -17%, -1%
- COCCNC(=O)COc1cccc2c1OC(C)(C)C2
  -3%, 3%, -5%, ., 4%, -1%, 1%, 5%
- CC(C)c1ccccc1-n1c(-c2cccnc2)n[nH]c1=S
  -5%, 1%, -4%, 0%, -6%, -1%, 3%, 0%
- Cc1cccn2c(=O)c3cc(C#N)c(=O)n(-c4nnc(SCc5ccc(F)cc5)s4)c3nc12
  1%, ., 6%, ., 5%, -16%, 2%, .
- COc1ccc(NC(=O)CCc2nnc3n(Cc4ccccc4Cl)c(=O)c4ccccc4n23)cc1
  -5%, ., 12%, ., 0%, 2%, -15%, .
- Cc1ccc(F)cc1NC(=O)CCC(=O)c1cccs1
  -10%, -2%, -12%, ., 2%, -6%, 1%, 12%
- O=C1CC(N(C(=O)c2ccco2)c2ccc(F)cc2)C(=O)N1c1ccc(F)cc1 (stereo not given)
  -1%, 1%, -17%, ., -3%, -10%, -6%, -12%
- CC(c1ccco1)N(C(=O)c1cccs1)c1ccccn1 (stereo not given)
  -2%, 1%, -9%, 7%, 1%, -8%, -5%, 3%
- Cc1ccc(NC(=O)CCN2C(=O)c3ccccc3Sc3ncccc32)c(Cl)c1
  -1%, ., 2%, ., -5%, -8%, 5%, .
- CC(=O)c1cccc(NC(=O)c2csc3c2CCCCC3)c1
  1%, -9%, -8%, ., 5%, -26%, 2%, ?
